# CHRM5 PAM: CHRM5 positive allosteric modulation | P08912 | CHO-K1 hM5, Fluo-8 calcium, ACh EC20 PAM; 0% = ACh EC20, 100% = ACh EC100 | activation, % at 3 µM | 360,000 tested, 0.3% active;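 active means activation above the run cutoff, the mean activation of all test compounds plus 3 SD, cut at about 18% in these data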
# Target sequence (P08912 whole entry, looked up): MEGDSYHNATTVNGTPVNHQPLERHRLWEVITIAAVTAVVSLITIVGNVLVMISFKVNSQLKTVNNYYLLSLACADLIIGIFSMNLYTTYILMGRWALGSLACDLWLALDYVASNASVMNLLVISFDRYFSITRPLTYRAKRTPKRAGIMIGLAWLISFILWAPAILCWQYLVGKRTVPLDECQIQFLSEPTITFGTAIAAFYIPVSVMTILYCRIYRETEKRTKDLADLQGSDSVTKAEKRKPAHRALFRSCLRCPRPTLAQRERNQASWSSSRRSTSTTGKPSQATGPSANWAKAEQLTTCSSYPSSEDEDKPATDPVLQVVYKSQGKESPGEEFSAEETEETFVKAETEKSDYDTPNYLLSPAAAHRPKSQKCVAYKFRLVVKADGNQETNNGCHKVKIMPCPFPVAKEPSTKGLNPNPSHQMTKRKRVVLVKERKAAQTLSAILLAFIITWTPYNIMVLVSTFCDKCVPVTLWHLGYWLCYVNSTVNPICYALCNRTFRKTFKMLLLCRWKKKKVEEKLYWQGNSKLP
#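 Test system: CHO-K1 hM5 cells / Doses: single-point, 3 µM nominal / Times: Post-acetylcholine fluorescence recording 140 s / Technique: Fluo-8 calcium fluorescence / Measure: Max/basal fluorescence ratio as % of EC20–EC100 ACh window / Benchmarks: low control EC20 acetylcholine (0%), high control EC100 acetylcholine (100%) / Replicates: one well per compound, no replicates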
# M5 ag: agonists of human muscarinic M5 receptor (CHRM5); P08912; CHO-K1 hM5 cells, Fluo-8 calcium fluorescence; 0% DMSO wells, 100% maximal acetylcholine response; activation, % at 3 µM; 360,000 tested, 0.19% active; AID 624037;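 active means activation above the run's mean over test compounds plus 3 SD, cut at about 23% in these data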;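 further: signal is peak over basal fluorescence ratio across the kinetic read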
# CHRM1 PAM: potentiates human M1 receptor response to acetylcholine | 360,000 tested, 0.088% active | activation, % at 3 µM | CHO-K1 hM1, Fluo-8 calcium fluorescence, ACh EC20; 0% = ACh EC20, 100% = maximal ACh; in the data active means activation above about 19%, passing the limit was not always enough
# M4 PAM: positive allosteric modulators of human muscarinic M4 receptor; P08173; CHO-K1 hM4/Gqi5, Fluo-8 calcium fluorescence, ACh EC20; 0% = ACh EC20, 100% = maximal ACh; activation, % at 3 µM; 360,000 tested, 0.4% active; AID 624126;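 active means activation above its plate's cutoff, the mean activation of sample wells plus 3 SD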; further: some results filed as inactive read as strong as hits
# Target sequence (P08173 whole entry, looked up): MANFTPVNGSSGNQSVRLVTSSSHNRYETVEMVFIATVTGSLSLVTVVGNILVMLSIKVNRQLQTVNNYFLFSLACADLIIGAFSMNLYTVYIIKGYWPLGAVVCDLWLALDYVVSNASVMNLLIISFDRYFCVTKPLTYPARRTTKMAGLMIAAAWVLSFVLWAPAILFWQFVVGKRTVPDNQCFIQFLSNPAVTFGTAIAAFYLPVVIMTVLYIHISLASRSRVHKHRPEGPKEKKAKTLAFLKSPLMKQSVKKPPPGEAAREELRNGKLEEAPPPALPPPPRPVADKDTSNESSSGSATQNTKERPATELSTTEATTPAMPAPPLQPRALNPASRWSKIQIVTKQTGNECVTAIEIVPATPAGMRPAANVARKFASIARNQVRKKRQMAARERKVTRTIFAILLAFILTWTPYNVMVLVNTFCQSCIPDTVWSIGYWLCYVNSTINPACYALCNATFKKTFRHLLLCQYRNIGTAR
# M5 antag: CHRM5 antagonism in calcium assay; CHO-hM5 cells, Fluo-8 calcium fluorescence, ACh EC80; 360,000 tested, 0.59% active; P08912; inhibition, % at 3 µM; AID 624040;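 active means inhibition above a per-plate cutoff, the mean of that plate's test compounds plus 3 SD, cut at about 27% in these data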;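 further: 0% = acetylcholine EC80 with DMSO and 100% = DMSO without agonist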
# M4 ag: agonists of human muscarinic M4 receptor (CHRM4) | AID 624127 | 360,000 tested, 0.14% active | P08173 | CHO-K1 hM4/Gqi5, Fluo-8 calcium fluorescence; vehicle 0%, full acetylcholine response 100% | activation, % at 3 µM;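 active means activation above the run mean over all test wells plus 3 SD, cut at about 32% in these data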;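 further: peak over basal fluorescence ratio per well then scaled between controls; 0% = DMSO wells and 100% = acetylcholine at EC100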
# CHRM4 antagonist: CHRM4 antagonism in calcium assay. AID 624125. inhibition, % at 3 µM. 360,000 tested, 0.73% active. CHO-hM4 cells, ACh EC80, Fluo-8 calcium fluorescence;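 active means inhibition above its plate's cutoff, the mean inhibition of sample wells plus 3 SD, cut at about 27% in these data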;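 further: 0% = acetylcholine EC80 with DMSO and 100% = DMSO without agonist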
# CHRM1 antagonist: human CHRM1 antagonism; CHO-K1 hM1, Fluo-8 calcium fluorescence, ACh EC80 antagonist; inhibition, % at 3 µM; 360,000 tested, 1.3% active;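 active means percent inhibition above its own plate's cutoff, namely the mean of that plate's compound wells plus 3 SD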;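 further: peak over basal fluorescence ratio during 140 s after agonist addition; 0% = ACh EC80 plus DMSO and 100% = DMSO alone without agonist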
# CRFR2-BP ag: agonists of human CRF-binding protein/CRF-R2 receptor complex. HEK293 CRF-R2/CRF-BP, calcium dye fluorescence (FLIPR); percent of saturating CRF peptide response. activation, % at 13.2 µM. 350,000 tested, 0.46% active;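 active means activation of at least 50%, plus an integration ratio under a set limit after plate pattern correction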;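 further: plate controls were neutral control wells without compound for no effect and CRF at EC100 for full effect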
# * = called active by the depositor; . = not tested or not shown.
no.	SMILES	CRFR2-BP ag	M5 ag	M5 antag	CHRM1 antagonist	CHRM4 antagonist	M4 ag	CHRM5 PAM	CHRM1 PAM	M4 PAM
1	O=C(COC(=O)c1ccc(N2CCCC2=O)cc1)c1ccccc1	-2.0	-1.7	7.6	-9.6	-9.9	1.9	4.1	10.8	3.5
2	c1ccc(SCc2nc3ccccc3[nH]2)cc1	-1.7	-4.4	1.7	-11.1	-18.8	2.7	-5.7	2.3	14.1
3	Cc1nn(CCC#N)c(NC(=O)c2ccc(Cl)cc2Cl)c1P(=O)(Nc1ccc([N+](=O)[O-])cc1)N1CCOCC1 (centres undefined)	-0.6	1.1	-3.5	-6.7	-6.1	0.3	1.1	4.3	2.5
4	COc1ccc(-c2oc3ccc(N4CCOCC4)cc3c2C#CCO)cc1	1.4	7.3	1.3	14.2	7.7	25.6	-16.4	-4.9	-1.9
5	COc1ccc(S(=O)(=O)N2CCCCC2C(=O)O)cc1 (centres undefined)	-1.4	1.7	-3.9	-8.0	2.9	0.1	-0.8	6.8	9.4
6	Cc1cc(C)nc(NC(=O)CCCC(=O)O)c1	0.8	1.8	-0.3	-12.9	-4.5	0.4	6.2	11.5	3.4
7	Cc1nc(NCCc2ccccc2)c2oc3ccccc3c2n1	-1.0	0.2	21.4	22.0	15.8	9.4	-13.2	-10.7	-12.0
8	COC(=O)c1cc(C)nc2c1c(C)nn2-c1ccccc1	-4.7	-1.2	2.7	-4.2	-6.2	-0.2	13.7	9.7	5.6
9	Cc1noc(C)c1COC(=O)c1ccc(-c2nc3ccccc3s2)s1	10.5	-3.0	-0.4	-10.7	-1.9	0.4	3.6	9.3	1.6
10	C#CCn1c(=NC(=O)c2ccc(Cl)s2)sc2cccc(OC)c21	13.6	-0.7	-7.8	-16.2	-12.3	-0.4	-0.8	4.2	9.0
11	Cn1nnnc1SCC(=O)NCc1ccco1	-1.2	0.4	-0.2	-13.0	5.3	1.1	3.0	12.5	0.7
12	COc1ccc(-c2nc(NC(=O)C3=NN(c4cccc(C)c4)C(=O)CC3)sc2C)cc1	0.3	2.7	2.0	17.7	3.9	1.0	-0.7	4.7	-0.2
13	NC(=O)COc1ccc2cc(-c3ccccc3)c(=O)oc2c1	1.0	-1.9	11.2	-12.4	4.7	4.0	-4.8	12.5	-2.0
14	CC(C)(C)c1ccc(C(=O)N2CCC2(C)C(=O)Nc2cnc3ccccc3c2)cc1 (centres undefined)	.	-1.8	-8.4	-4.5	10.7	2.4	-3.5	-4.7	0.6
15	Cc1ccccc1C(N)=O	-0.1	0.9	0.6	-13.5	-3.4	0.5	-2.6	9.9	5.8
16	COc1ccc(OC)c(C(=O)c2ccc(C(=O)Nc3cccc4ccccc34)cc2)c1	-1.1	0.8	-6.0	-4.4	3.6	2.7	-5.8	7.0	-1.9
17	O=C(Nc1ccn(CCCNCc2ccc3[nH]ccc3c2)c(=O)n1)OCc1ccccc1	1.1	-3.1	-5.4	-3.8	1.1	0.4	5.8	-1.1	-1.7
18	CCCCC(CCC(=O)Nc1cccc([N+](=O)[O-])c1)C(=O)O (centres undefined)	-2.1	1.0	10.1	-7.9	2.5	0.6	-6.1	3.6	-8.2
19	Cc1nn(-c2ccccc2)c(N2CCCC2)c1/C=N/NC(=O)c1cc(-c2ccccn2)nc2ccccc12	-0.1	0.6	4.1	16.3	-0.8	6.7	-10.1	-0.6	-9.1
20	CC(NC(=O)Cc1ccccc1)c1nc2ccccc2[nH]1 (centres undefined)	-0.2	1.5	-0.5	-10.7	-12.3	-0.6	-4.1	2.3	-0.8
21	CC(C)(C)C(=O)Cn1c(NCCCO)nc2ccccc21	-0.6	-0.5	2.7	-13.5	-7.3	0.7	-1.1	2.9	2.6
22	COc1cccc(NC(=O)CN(C)C(=O)CCc2nc3sc4c(c3c(=O)[nH]2)CCCC4)c1	0.0	-2.6	-9.3	-5.3	8.7	2.4	4.1	2.3	-0.5
23	CCC(=O)Nc1nc(C)c(-c2csc(Nc3ccc(C(=O)O)cc3)n2)s1	0.3	-5.7	7.2	-8.2	3.0	-0.2	-2.8	9.4	1.0
24	Cc1ccc2[nH]c(=O)c(CN(CCO)C(=O)N(C)C)cc2c1	-2.9	3.6	-0.5	-12.0	3.3	1.6	5.2	7.8	7.8
25	Cc1ccc2nc(Cl)c(C3CC(c4cccs4)=NN3C(=O)CCCC(=O)O)cc2c1 (centres undefined)	-0.7	-1.5	-7.6	-5.2	-5.8	0.4	1.5	6.6	-0.4
26	O=C(O)c1cc([N+](=O)[O-])ccc1NCCCc1ccccc1	2.3	34.6*	5.7	-24.4	-1.4	3.6	-14.9	-2.2	1.6
27	Cc1cc(C(=O)CN2C(=O)CCC2=O)c(C)n1Cc1ccccc1	-1.7	3.9	-8.6	-11.0	-12.0	4.0	17.4	6.5	18.1*
28	CCOC(=O)C1CSC(CC(=O)Nc2ccc(OC(F)(F)F)cc2)C(=O)N1 (centres undefined)	-5.4	-3.0	12.8	9.0	9.4	1.1	-10.5	-3.9	-24.2
29	O=C(C1CC(=O)N(C2CCCC2)C1)N1CCN(c2ccccc2)CC1 (centres undefined)	0.2	-1.9	5.0	-7.9	-5.8	1.4	-3.6	8.1	4.9
30	CN(C)c1ccc(NC(=O)c2sc(SCC(=O)Nc3ccc(Br)cc3)nc2N)cc1	0.5	-2.6	8.0	13.2	-0.3	0.0	-13.4	-4.2	-4.5
31	COc1ccc(C)cc1NC(=S)NC(C)c1ccc(OC)c(OC)c1 (centres undefined)	-0.9	-5.4	-10.4	-5.7	-15.8	1.7	-0.4	-4.5	8.3
32	Nc1ccc2oc3ncccc3c(=O)c2c1	-1.6	-3.2	6.8	-4.4	-8.0	0.4	-2.1	5.0	1.7
33	COc1cccc(-c2ncc3ccccc3c2COC(=O)c2ccco2)c1	-1.1	-0.8	-1.0	-0.6	-13.3	3.4	2.9	-7.5	1.4
34	COc1cccc(Nc2nn3c(=O)c4ccccc4nc3s2)c1	-2.5	2.6	-1.4	5.6	-14.5	6.3	4.0	-10.7	8.1
35	NS(=O)(=O)c1cc2c(cc1Cl)NC(C1C[C@H]3C=C[C@@H]1C3)NS2(=O)=O (some centres undefined)	1.8	0.5	-6.2	-21.6	-1.2	0.0	-2.6	0.7	-2.7
36	Cc1ccc(OCC(=O)Nc2ccccc2F)cc1	-0.8	-1.4	0.8	-10.2	-3.9	5.0	8.2	8.1	0.8
37	O=C(/C=C/c1ccccc1Cl)Nc1ccc(-c2nnc3n2CCCCC3)cc1	-2.7	0.4	-2.2	-3.9	5.2	-0.1	-2.5	1.9	-4.9
38	O=c1c(Cl)c(NCc2ccccc2)cnn1C12CC3CC(CC(C3)C1)C2	-2.4	1.5	6.2	-19.0	-8.8	-0.8	1.0	6.7	10.2
39	O=C(CSc1nc(=O)n(CCN2CCOCC2)c2c1CCCC2)Nc1ccccc1Cl	-0.8	-0.9	2.0	-20.1	10.5	1.4	2.3	6.3	-1.0
40	Cc1c[nH]c2cccc(OCC(CNC(C)(C)C)OC(=O)c3ccccc3)c12 (centres undefined)	2.7	-3.0	6.2	8.3	1.5	5.7	-8.0	-3.7	-10.3
41	COc1ccc(-c2cc(C(F)(F)F)nc(N3CCCCC3)n2)cc1OC	0.5	-5.2	7.5	-15.1	2.0	0.1	-3.8	13.1	2.7
42	Cc1cccnc1CCNCc1c(C(=O)N2C[C@@H](C)O[C@@H](C)C2)nc2ccc(Cl)cn12	0.1	-4.8	1.2	-8.6	-9.4	1.4	4.1	17.1	3.9
43	CCOC(=O)[C@]12CCCC=C1N(CCC1=CCCCC1)C(=O)[C@H](CC(=O)NCC13CC4CC(CC(C4)C1)C3)C2	.	-0.9	2.5	.	0.4	-1.2	-3.5	.	-8.0
44	COc1ccc(C(CC(=O)NCc2ccccc2)C(C)C)cc1 (centres undefined)	0.3	-4.7	2.7	-12.8	-0.4	1.5	1.6	6.4	-0.4
45	Cc1noc(C)c1COc1ccccc1C(=O)N(C)Cc1ccco1	-1.6	2.8	10.2	5.2	15.7	8.7	-11.8	-1.3	-4.0
46	N#C/C(=C\c1cn(CCOc2ccccc2)c2ccccc12)C(=O)NCc1cccs1	3.4	-1.7	6.9	3.2	7.8	2.3	-2.5	0.8	4.1
47	O=C(CC(CC(=O)c1ccccc1)c1ccco1)c1ccccc1	2.8	0.2	-2.2	-18.5	1.5	1.2	0.3	6.7	-10.5
48	Cc1ccc(C(=O)Nc2ccc([N+](=O)[O-])cn2)o1	-0.2	-2.0	1.6	0.3	1.0	0.5	0.0	3.6	22.6
49	O=C(O)c1ccccc1NC(=O)C1CCN(S(=O)(=O)c2cccc3nsnc23)CC1	0.3	0.9	-22.9	-14.5	-3.4	-1.9	14.4	11.1	8.3
50	O=C(/C=C/Nc1ccc(F)cc1)c1ccc(Br)cc1	0.0	-5.9	2.5	-9.1	-0.3	0.1	0.4	7.0	-2.2
51	CCN(CC)CCNc1cc(C)nc2c1C(=O)C(=O)C=C2N1CCCCC1	0.7	-0.2	-3.8	-13.3	2.2	1.4	6.7	6.7	9.5
52	Cc1cccc(NC(=O)NCc2ccc3c(c2)cc(C)n3C)c1	3.2	0.7	6.8	4.8	4.0	3.7	-4.5	-0.4	-4.9
53	CC1=C(C(=O)N2CCOCC2)C(c2ccc(C)cc2)NC(=S)N1 (centres undefined)	2.5	-2.5	-6.5	-10.3	3.6	2.0	5.1	16.3	7.5
54	COc1cc(NC(=O)Cn2cnc3c(nc4n3CCCCC4)c2=O)cc(OC)c1OC	-0.1	-3.4	23.9	-5.4	-4.2	0.1	-6.7	2.0	-5.4
55	Cc1ccc(N2CCN(c3ncccc3[N+](=O)[O-])CC2)c(C)c1	0.4	-7.9	-4.9	-3.0	-12.0	-0.9	1.4	0.5	7.7
56	Cc1nc2ccc(-c3nc4cc(N)ccc4o3)cc2[nH]1	0.2	-4.5	4.1	10.4	0.3	-0.2	-9.5	-4.0	-5.0
57	NC(=O)c1c(NC(NC(=O)c2ccco2)C(=O)c2ccc(Cl)cc2)sc2c1CCCC2 (centres undefined)	-0.9	-0.8	0.2	-1.2	6.9	2.8	-2.9	0.3	-4.7
58	Cc1cc(=O)oc(C)c1C(=O)N1CCN(C(c2ccccc2)c2ccccc2)CC1	-1.8	-5.8	1.4	5.4	-11.9	0.3	-3.1	-1.8	-0.9
59	COc1ccccc1NC(=O)CNC(=O)c1ccc([N+](=O)[O-])cc1	1.7	1.5	-2.7	-13.4	-10.6	0.4	4.9	17.2	0.3

# Given with one line to a screen: entries from further up
(51) CCN(CC)CCNc1cc(C)nc2c1C(=O)C(=O)C=C2N1CCCCC1
(52) Cc1cccc(NC(=O)NCc2ccc3c(c2)cc(C)n3C)c1
(53) CC1=C(C(=O)N2CCOCC2)C(c2ccc(C)cc2)NC(=S)N1 (centres undefined)
Assay by compound	51	52	53
CRFR2-BP ag	0.7	3.2	2.5
M5 ag	-0.2	0.7	-2.5
M5 antag	-3.8	6.8	-6.5
CHRM1 antagonist	-13.3	4.8	-10.3
CHRM4 antagonist	2.2	4.0	3.6
M4 ag	1.4	3.7	2.0
CHRM5 PAM	6.7	-4.5	5.1
CHRM1 PAM	6.7	-0.4	16.3
M4 PAM	9.5	-4.9	7.5
